Source: PubChem
Tau fibril FP: blocks human tau fibril formation measured by polarization; P10636; K18 P301L tau heparin fibrillization, Alexa594 FP, 6 h; Potency, µM (titrated, usually from 57.7 µM), for the others: top-dose activity, negative = inhibition, hits mostly inhibitors; 280,000 tested, 0.39% active; further: on the % scale 0 is the no-effect control and ±100 the full control effect; nearly all actives have a fitted effect of over 55% in size
Target sequence (P10636 561-689 P618L limits assumed): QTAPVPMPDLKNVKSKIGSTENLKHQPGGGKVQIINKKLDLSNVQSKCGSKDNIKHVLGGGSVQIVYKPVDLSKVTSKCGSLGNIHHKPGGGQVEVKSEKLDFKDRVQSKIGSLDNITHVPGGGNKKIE
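Steps: dispense K18 P301L tau (15 uM plus 0.24 uM Alexa 594 tracer, final) in pH 7 sodium acetate; add compound; add heparin (20 uM final); incubate 6 hr, 37 C; add ThT (30 uM final); after 1 hr ambient, read FP.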
JMJD2E inh: inhibitors of human JMJD2E histone demethylase; JMJD2E catalytic domain, FDH-coupled NADH fluorescence (FDH is formaldehyde dehydrogenase); B2RXH2; AID 2147; Potency, µM (doses to about 57.1 µM), for the others: at the top dose activity change, negative = inhibition, actives largely listed as inhibitors; 230,000 tested, 1.6% active; active means well fitted inhibition curve with a large enough effect, not every such curve was filed as active; inconclusive means small, poorly fitted or top-dose-only effect, or another doubt; inactive means no such curve, though single readings can be large or run the other way;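 further: 0% = wells with enzyme and -100% = buffer wells without enzyme; nearly all actives have a fitted effect of over 50% in size; many of its hits are not listed in these tables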
Target sequence (B2RXH2 1-337 limits assumed): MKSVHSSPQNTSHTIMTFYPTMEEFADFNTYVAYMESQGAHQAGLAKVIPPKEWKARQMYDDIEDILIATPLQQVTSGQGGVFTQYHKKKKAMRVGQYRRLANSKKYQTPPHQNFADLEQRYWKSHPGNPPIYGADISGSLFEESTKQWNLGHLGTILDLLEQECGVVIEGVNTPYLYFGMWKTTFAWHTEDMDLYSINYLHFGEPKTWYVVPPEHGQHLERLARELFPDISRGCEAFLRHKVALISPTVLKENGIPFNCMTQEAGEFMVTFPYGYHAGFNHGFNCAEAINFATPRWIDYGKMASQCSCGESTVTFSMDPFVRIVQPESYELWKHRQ
HTT cytoprotect: protects HTT-Q103 PC12 cells, measured by ATP; 230,000 tested, 0.14% active; Potency, µM (highest dose often 56.4 µM), for the others: cytoprotection (ATP increase), most hits filed as activators; PC12 HTT-Q103 induced, cytoprotection, ATP luminescence, 40 h; AID 1471;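 further: % of control where 0% means no effect; nearly all actives have a fitted effect of over 45% in size; toxic huntingtin expression switched on by the ecdysone agonist tebufenozide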
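Huntington model: PC12 line, ecdysone-inducible HTTQ103 exon1–GFP, tebufenozide 100 nM. Test articles in a dose series. Endpoint luminescence from cellular ATP.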
SMN2 splice enh: increases expression of the SMN2 splice variant. Potency, µM (series often up to 46.1 µM), inactives show at the top dose activity change, positive = activation, actives largely listed as activators. 210,000 tested, 2.8% active. HEK293 SMN2-luciferase splicing reporter, luminescence, 30-36 h. AID 1458; further: % of control where 0% means no effect; nearly all actives have a fitted effect of over 55% in size
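qHTS luciferase splicing reporter: luminescence rises when SMN2 exon 7 is included in transfected HEK293 cells. Compound exposure lasted 30-36 h at 37C, with 4.5 mM final sodium butyrate as control, followed by a ONE-Glo read.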
HTT aggregate: reduces HttQ103-GFP aggregates in PC12 cells | PC12 HttQ103-GFP aggregates, Acumen cytometry, 40 h | Potency, µM (top dose mostly 46.1 µM), inactives show top-dose activity change, negative = inhibition, hits mostly inhibitors | 220,000 tested, 1.1% active | AID 1688; further: on the % scale 0 is the no-effect control and ±100 the full control effect; nearly all actives have a fitted effect of over 60% in size
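Read-out: GFP aggregate count by laser scanning cytometer (488 nm excitation, 500-530 nm emission, 1–25 µm objects >6 SD above background). Cells: PC12, inducible HTTex1-Q103-GFP, 100 nM tebufenozide; compounds titrated.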
ALDH1A1 inh: blocks purified human ALDH1A1 activity. P00352. Purified ALDH1A1, NADH fluorescence, propionaldehyde substrate. Potency, µM (highest dose often 75.3 µM), without a hit: at the highest dose activity, negative = inhibition, actives largely listed as inhibitors. 220,000 tested, 7.3% active. AID 1030; active means well fitted inhibition curve with a large enough effect, not every such curve was filed as active; inconclusive means small, poorly fitted or top-dose-only effect, or another doubt; inactive means no such curve, though single readings can be large or run the other way;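 further: plate controls were no enzyme wells and a reference inhibitor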
Target sequence (P00352 whole entry, looked up): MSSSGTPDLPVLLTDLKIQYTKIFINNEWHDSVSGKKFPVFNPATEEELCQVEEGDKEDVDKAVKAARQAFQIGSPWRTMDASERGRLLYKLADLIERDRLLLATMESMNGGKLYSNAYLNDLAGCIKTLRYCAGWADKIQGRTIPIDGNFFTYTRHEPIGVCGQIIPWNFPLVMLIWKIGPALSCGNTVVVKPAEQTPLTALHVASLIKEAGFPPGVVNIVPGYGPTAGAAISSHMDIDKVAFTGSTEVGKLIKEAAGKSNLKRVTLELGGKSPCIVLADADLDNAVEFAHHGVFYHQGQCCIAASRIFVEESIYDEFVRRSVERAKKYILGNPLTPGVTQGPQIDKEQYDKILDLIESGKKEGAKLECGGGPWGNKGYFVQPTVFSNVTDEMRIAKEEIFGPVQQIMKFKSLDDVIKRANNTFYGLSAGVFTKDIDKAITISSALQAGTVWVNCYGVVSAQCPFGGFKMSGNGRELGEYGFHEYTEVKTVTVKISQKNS
Tau ThT inhib: inhibitors of human tau fibril formation, thioflavin T binding | AID 1460 | recombinant tau K18 P301L, heparin-induced fibrillization, ThT fluorescence | Potency, µM (series often up to 57.4 µM), inactives show at the highest dose activity, negative = inhibition, actives largely listed as inhibitors | P10636 | 270,000 tested, 2.1% active; further: on the % scale 0 is the no-effect control and ±100 the full control effect; nearly all actives have a fitted effect of over 55% in size
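In this qHTS, human K18 P301L tau is incubated with compound and heparin for 6 hr at 37 C, and Thioflavin T fluorescence then reports fibril load.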
Tau fluor counter: counter-screen for tau fibril formation inhibitors. tau K18 P301L (four-repeat tau fragment) Alexa594 fluorescence, heparin fibrillization. Potency, µM (highest dose often 57.7 µM), for inactives: at the top dose activity change, negative = decrease. 280,000 tested, 0.93% active. AID 1463; further: on the % scale 0 is the no-effect control and ±100 the full control effect; nearly all actives have a fitted effect of over 55% in size
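Human K18 P301L tau (15 uM unlabeled plus 0.24 uM Alexa 594-labeled, final) in 100 mM sodium acetate pH 7 was mixed with compound and 20 uM heparin and incubated 6 hr at 37 C.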
An asterisk follows results filed as active; & = joins results of further samples; [ ] = remark or other dose. Unless noted, the call rests on the fitted dose curve; in most records, active means well fitted curve in the direction sought with a large enough effect; inconclusive means small, poorly fitted or top-dose-only effect, or another doubt; inactive means no such curve, though single readings can be large; an effect the other way counts as inactive or inconclusive. Potency means the concentration at half of the fitted maximal effect.

Screening NNC(=O)c1csc(-c2ccccc2)n1 returned Tau fibril FP -0.8%, JMJD2E inh 17.0%, HTT cytoprotect 6.4%[10 µM], HTT aggregate -10.7%[9.22 µM], ALDH1A1 inh 1.0%, Tau ThT inhib -18.3% and Tau fluor counter -1.7%.
Cc1ccc2c(c1)nnn2C1CCN(C(=O)Nc2ccccc2C)CC1 was read as Tau fibril FP -5.2%, JMJD2E inh 1.6%, HTT cytoprotect inconclusive, SMN2 splice enh -0.6%, HTT aggregate -10.5%, ALDH1A1 inh -3.3%, Tau ThT inhib 6.1% and Tau fluor counter 0.6%.
`CC1=C(C(=O)Nc2ccc(Cl)cc2)C(c2ccccc2C)n2ncc(C(=O)Nc3ccc(C)cc3)c2N1` (stereo not given) gave Tau fibril FP inconclusive, SMN2 splice enh -10.2%, Tau ThT inhib 7.1% and Tau fluor counter -4.7%.
`CCOC(=O)c1cc2c(n(-c3ccccc3)c1=O)CC(C)(C)CC2=O` gave Tau fibril FP -1.8%, JMJD2E inh inconclusive, HTT cytoprotect 19.6%, SMN2 splice enh -5.1%, HTT aggregate -8.8%, ALDH1A1 inh inconclusive, Tau ThT inhib 2.9% and Tau fluor counter 2.0%.
`CCCCCCCn1ccc(O)c(CC(=O)OC)c1=O` gave Tau fibril FP -2.9%, JMJD2E inh -0.2%, HTT cytoprotect -4.1%[10 µM], SMN2 splice enh -6.3%, HTT aggregate 19.6%, ALDH1A1 inh 8.8%, Tau ThT inhib 4.1% and Tau fluor counter 5.2%.
Screening COc1ccc(-c2c(C#N)c(N)nc3c2CCc2ccccc2-3)cc1OC returned Tau fibril FP inconclusive, JMJD2E inh inconclusive, HTT cytoprotect -132.0%[inhibitor], SMN2 splice enh inconclusive, HTT aggregate inconclusive, ALDH1A1 inh inconclusive, Tau ThT inhib inconclusive and Tau fluor counter -27.7%.
Screening CC(C)c1cc(C(=O)NCCc2ccccc2)no1 returned Tau fibril FP -2.8%, JMJD2E inh -8.3%, HTT cytoprotect -33.2%[inhibitor], HTT aggregate 7.3%, ALDH1A1 inh -3.0%, Tau ThT inhib -12.4% and Tau fluor counter -12.7%.
Cc1cc(NC(=O)CSc2ccc(F)cc2)no1 was read as Tau fibril FP -13.7%, JMJD2E inh 5.9%, HTT cytoprotect -4.5%, SMN2 splice enh -18.6%, HTT aggregate 0.1%, ALDH1A1 inh -3.0%, Tau ThT inhib -14.5% and Tau fluor counter -15.6%.
`COC(=O)C(c1ccccc1Cl)N1CCc2sccc2C1` (stereo not given) gave Tau fibril FP 12.3%&-3.3%, JMJD2E inh 1.0%, HTT cytoprotect -8.8%&-19.4%, SMN2 splice enh -4.2%, HTT aggregate 7.2%, ALDH1A1 inh -4.2%&-2.4%, Tau ThT inhib -10.9%&-3.2% and Tau fluor counter -4.8%&-9.8%.
For COc1ccc(C(=O)Nc2nc(-c3ccc([N+](=O)[O-])cc3)c(-c3ccc(OC)cc3)s2)cc1 the results were Tau fibril FP -4.9%, JMJD2E inh 4.6%, HTT cytoprotect -16.8%[10 µM], SMN2 splice enh -35.1%[inhibitor], HTT aggregate -22.2%, ALDH1A1 inh -3.3%, Tau ThT inhib inconclusive and Tau fluor counter inconclusive.
`COC(=O)c1sccc1NC(=O)c1cc(-c2cccc(C)c2)nc2ccccc12` gave Tau fibril FP -12.6%, JMJD2E inh inconclusive, HTT cytoprotect -61.5%[inhibitor], SMN2 splice enh -20.3%, HTT aggregate 8.7%, ALDH1A1 inh -10.8%, Tau ThT inhib -10.6% and Tau fluor counter -20.9%.
N#CC(c1ccccc1)N(CCCCl)C(=O)c1ccc(Br)cc1 (stereo not given) was read as Tau fibril FP -4.9%, JMJD2E inh -18.9%, HTT cytoprotect 11.1%[10 µM], SMN2 splice enh -48.0%[inhibitor], HTT aggregate 1.0%, ALDH1A1 inh inconclusive, Tau ThT inhib -7.8% and Tau fluor counter -17.5%.
Screening FC(F)(F)C(Cl)Br (stereo not given) returned HTT cytoprotect -5.3%, SMN2 splice enh -1.8%, HTT aggregate 15.8% and ALDH1A1 inh inconclusive.
For COc1ccc(NC(=O)C(c2ccccc2)N(C)C(=O)c2ccc(=O)[nH]c2)cc1 (stereo not given) the results were Tau fibril FP -3.4%, JMJD2E inh -3.3%, HTT cytoprotect 20.6%[10 µM], SMN2 splice enh -10.4%, HTT aggregate 6.5%, ALDH1A1 inh -7.9%, Tau ThT inhib -8.0% and Tau fluor counter -5.0%.
Screening CC(C)CCCC(C)C1CCC2C3CC=C4CC(O)CC[C@@]4(C)C3CC[C@@]12C (stereo not given in full) returned Tau fibril FP -6.6%, JMJD2E inh 5.1%, SMN2 splice enh -5.7%, ALDH1A1 inh -5.0%, Tau ThT inhib -1.4% and Tau fluor counter -6.1%.
`N=C1SC(CC(=O)Nc2ccccc2[N+](=O)[O-])C(=O)N1c1ccccc1` (stereo not given) gave Tau fibril FP 3.7%, JMJD2E inh 5.7%, HTT cytoprotect 6.0%[10 µM], HTT aggregate -19.0%[9.22 µM] and Tau fluor counter -7.3%.
Screening CCOc1ccc(S(=O)(=O)N2CCC(C(N)=O)CC2)c2ccccc12 returned Tau fibril FP -12.8%, JMJD2E inh -8.3%, HTT cytoprotect -17.7%, SMN2 splice enh -2.4%, HTT aggregate 8.2%, ALDH1A1 inh inconclusive, Tau ThT inhib -7.2% and Tau fluor counter -16.2%.
`CCOC(=O)C1CCCN(C(=O)CN2C(=O)/C(=C/c3ccc(OC)cc3)Oc3ccccc32)C1` (stereo not given) gave Tau fibril FP 7.6%, JMJD2E inh -1.8%, HTT cytoprotect -5.3%[10 µM], SMN2 splice enh -50.4%[inhibitor], HTT aggregate 8.8%, ALDH1A1 inh 0.3%, Tau ThT inhib 3.7% and Tau fluor counter 0.7%.
For COc1ccc(NC(=O)COC(=O)c2cnccn2)cc1Cl the results were Tau fibril FP 8.4%, JMJD2E inh 0.0%, HTT cytoprotect -11.3%, SMN2 splice enh -14.0%, HTT aggregate 9.1%, ALDH1A1 inh -7.8%, Tau ThT inhib -5.0% and Tau fluor counter -3.4%.
CC(C)(C)C(=O)/C(C#N)=C/c1ccc(O)cc1 was read as Tau fibril FP 0.2%, JMJD2E inh -4.0%, HTT cytoprotect -10.9%[10 µM], SMN2 splice enh 9.6%, HTT aggregate -4.5%, ALDH1A1 inh 1.58µM*, Tau ThT inhib -2.1% and Tau fluor counter 0.6%.
For CCn1c(=O)n(CC)c2cc(S(N)(=O)=O)c(C)cc21 the results were Tau fibril FP 7.1%, JMJD2E inh 5.2%, HTT cytoprotect 5.0%, SMN2 splice enh 15.7%, HTT aggregate -10.9%, ALDH1A1 inh -5.5%, Tau ThT inhib 0.4% and Tau fluor counter 8.6%.
For FC(F)(F)c1ccc(C2[C@H]3CN(Cc4cccnc4)[C@H](c4ccccc4)C34CC2(c2ccccc2)C4)cc1 (stereo not given in full) the results were Tau fibril FP 5.1%&-2.3%, JMJD2E inh -5.7%&-6.4%, HTT cytoprotect -38.6%[inhibitor], SMN2 splice enh -20.9%, HTT aggregate -35.3%[9.22 µM], ALDH1A1 inh -1.6%, Tau ThT inhib inconclusive and Tau fluor counter -13.1%&2.3%.
`COc1ccc(C2C(C(=O)NCCN(C)C)c3ccccc3C(=O)N2C)cc1OC` (stereo not given) gave Tau fibril FP -1.9%, JMJD2E inh -21.8%, HTT cytoprotect -27.2%, HTT aggregate -8.5%, ALDH1A1 inh -2.9%, Tau ThT inhib -11.3% and Tau fluor counter -14.0%.
Cc1cc(=O)c2ccc3ccccc3c2[nH]1 was read as Tau fibril FP 1.6%, JMJD2E inh inconclusive, HTT cytoprotect 10.2%, SMN2 splice enh -14.6%, HTT aggregate inconclusive, ALDH1A1 inh inconclusive, Tau ThT inhib -13.8% and Tau fluor counter -7.5%.
`Cc1ccc(SCC(=O)c2c(C)nc3cc(C)ccn23)cc1` gave Tau fibril FP -1.9%, JMJD2E inh -2.2%, HTT cytoprotect -57.1%, SMN2 splice enh 9.6%, HTT aggregate -5.7%[9.22 µM], ALDH1A1 inh -9.9%, Tau ThT inhib -7.9% and Tau fluor counter -4.4%.
For COC(=O)c1cccc(NC(=O)CN2CCN(c3ccc(OC)cc3)CC2)c1 the results were Tau fibril FP 13.2%, JMJD2E inh 4.2%, HTT cytoprotect -9.1%[10 µM], SMN2 splice enh -13.5%, HTT aggregate 0.9%, ALDH1A1 inh 2.7%, Tau ThT inhib -13.6% and Tau fluor counter -11.1%.
Screening CCc1ccccc1NC1c2ccccc2C(=O)N1c1cccnc1 (stereo not given) returned Tau fibril FP 2.2%, JMJD2E inh 7.2%, HTT cytoprotect -3.9%, SMN2 splice enh -8.0%, HTT aggregate -8.1%, ALDH1A1 inh -3.1%, Tau ThT inhib -13.3% and Tau fluor counter -12.5%.
`CCc1ccc(OCCNC(=O)c2ccc(S(=O)(=O)N(C)C)cc2)cc1` gave Tau fibril FP -1.1%, JMJD2E inh -3.5%, HTT cytoprotect -16.0%, SMN2 splice enh 9.1%, HTT aggregate -8.9%, ALDH1A1 inh -7.5%, Tau ThT inhib -6.9% and Tau fluor counter -12.7%.
Screening CC(C)Oc1cc(NC(=O)CS(=O)CC(=O)N(C)C)c(Cl)cc1Cl (stereo not given) returned Tau fibril FP 1.0%, JMJD2E inh 9.0%, HTT cytoprotect -31.7%, HTT aggregate -22.2%, ALDH1A1 inh -6.1%, Tau ThT inhib -5.6% and Tau fluor counter 2.0%.
`NC(=O)NCC(=O)N1CCC(C(O)(c2ccccc2)c2ccccc2)CC1` gave Tau fibril FP -0.9%, JMJD2E inh 7.1%, HTT cytoprotect 2.1%[10 µM], HTT aggregate 3.0%[9.22 µM], ALDH1A1 inh 9.4%, Tau ThT inhib 2.1% and Tau fluor counter 0.9%.
`COC(=O)C(Cc1ccc(O)cc1)NC(=O)CCC(=O)Nc1ccc(S(N)(=O)=O)cc1` (stereo not given) gave Tau fibril FP -4.0%, JMJD2E inh -4.1%, HTT cytoprotect -12.5%, SMN2 splice enh -4.9%, HTT aggregate -8.9%, ALDH1A1 inh 17.5%, Tau ThT inhib -2.2% and Tau fluor counter -3.2%.

A portion of the library. The share of hits here may be higher or lower than overall.
